KKLEB tox = CF airway cell cytotoxicity counter-screen. KKLEB CF airway cells viability, ATPlite luminescence, overnight; active compounds read low; cells stimulated with P. aeruginosa culture filtrate. activity change (cytotoxicity), % at 5 µM. 0.36% of 360,000 active. AID 602141;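 active = corrected activity change at or below -50% at 5 µM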
TWEAK Fn14 block = blocks TWEAK-Fn14 interaction in a reporter cell assay; TWEAK-stimulated Fn14 reporter cells, luciferase luminescence, 8 h; inhibition, % at 10 µM; 2% of 360,000 active; in the data active = inhibition above about 50%
TRAIL sens C8 = caspase-8 TRAIL sensitization. NB7+C8 cells + TRAIL, ATPlite viability luminescence. inhibition (viability loss, TRAIL sensitization), % at 10 µM. 1% of 360,000 active;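 active = compounds causing at least 50% loss of cell viability in the single-dose screen, relative to plate controls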
TROY signal inh = TROY signaling inhibition | Q293 LMP1-TROYcd NF-kB luciferase reporter, 4 h | inhibition, % at 10 µM | 0.98% of 360,000 active | AID 1347056;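 active = compounds whose plate-normalised and pattern-corrected inhibition of the luciferase reporter signal at the single screening dose is 50% or more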
Shn3 inh set2 = inhibitors of Schnurri-3 3'UTR reporter in osteoblasts. 0.52% of 360,000 active. AID 588674. inhibition, % at 12.5 µM. Clone20 osteoblast Shn3 3'UTR firefly luciferase, 24 h;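 active = mean inhibition of at least 75% with every replicate also reaching 75%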;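 note: 0% = median of neutral control wells and 100% = pilot-screen positive control compound; some compounds past the cut are filed as inactive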
CF NFkB inh = cystic fibrosis NF-kB activation inhibition | KKLEB NF-kB-GFP reporter, PAF-induced, GFP fluorescence overnight | inhibition, % at 5 µM | 0.86% of 360,000 active | AID 588850;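 active = at least 50% inhibition at 5 µM, scaled per plate between neutral and stimulator controls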;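 note: PAF is a Pseudomonas aeruginosa culture filtrate used as stimulus; plate controls were PAF-stimulated DMSO wells for no effect and unstimulated DMSO wells for full effect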
EBV LMP1 NFkB = Epstein-Barr LMP1 NF-kappaB reporter inhibition; 0.69% of 350,000 active; inhibition, % at 12.5 µM; AID 504558; LMP1-induced NF-kappaB luciferase reporter cells, luminescence; in the data active = inhibition above about 41%;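 note: 0% = neutral control wells and 100% = reference inhibitor control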
SRC3 inh = inhibits human SRC3 coactivator; Q9Y6Q9; 0.17% of 360,000 active; inhibition, % at 3.6 µM; HEK293 GAL4-SRC3 luciferase reporter, luminescence;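 active = inhibition above a per-campaign cutoff, the mean of all compounds plus 3 SD, cut at about 60% in these data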;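 note: 0% = DMSO-treated cells and 100% = gossypol-treated cells at 36 µM; higher means less SRC3-driven luciferase light from the GAL4 reporter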
NR5A2 inv ag = suppresses constitutive activity of human LRH-1; O00482; HEK293T StAR-luciferase reporter, LRH-1 transfected, 24 h; inhibition, % at 3.6 µM; 0.13% of 360,000 active; AID 602396;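 active = inhibition above the mean inhibition of all tested compounds plus 3 SD, cut at about 73% in these data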;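 note: 0% = DMSO wells and 100% = reporter-only cells lacking LRH-1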
Target sequence (O00482 whole entry, looked up): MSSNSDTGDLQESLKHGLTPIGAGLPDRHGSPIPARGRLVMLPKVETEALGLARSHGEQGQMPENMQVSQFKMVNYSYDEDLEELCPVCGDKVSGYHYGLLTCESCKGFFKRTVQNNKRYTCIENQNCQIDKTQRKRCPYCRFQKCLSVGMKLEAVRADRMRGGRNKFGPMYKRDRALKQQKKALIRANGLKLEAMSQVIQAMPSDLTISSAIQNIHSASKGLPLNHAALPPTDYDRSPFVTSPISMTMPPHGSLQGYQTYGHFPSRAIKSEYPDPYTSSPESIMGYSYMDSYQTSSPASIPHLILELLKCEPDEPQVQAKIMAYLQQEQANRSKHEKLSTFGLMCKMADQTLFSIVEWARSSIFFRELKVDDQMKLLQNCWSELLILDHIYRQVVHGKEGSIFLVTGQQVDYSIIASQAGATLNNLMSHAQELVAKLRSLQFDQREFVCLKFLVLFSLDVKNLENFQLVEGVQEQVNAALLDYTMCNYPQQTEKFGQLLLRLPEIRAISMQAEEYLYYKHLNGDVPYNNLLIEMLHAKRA
NR2F2 inh = blocks human COUP-TFII nuclear receptor | 0.7% of 370,000 active | HEK293T NGFI-A luciferase reporter, luminescence | inhibition, % at 8.6 µM | P24468;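 active = inhibition above a per-plate cutoff, mean inhibition of test wells between control levels plus 3 SD, cut at about 38% in these data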;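 note: cells cotransfected with COUP-TFII expression vector driving the NGFI-A reporter; 0% = median of COUP-TF2 test wells and 100% = reporter-only cells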
Target sequence (P24468 whole entry, looked up): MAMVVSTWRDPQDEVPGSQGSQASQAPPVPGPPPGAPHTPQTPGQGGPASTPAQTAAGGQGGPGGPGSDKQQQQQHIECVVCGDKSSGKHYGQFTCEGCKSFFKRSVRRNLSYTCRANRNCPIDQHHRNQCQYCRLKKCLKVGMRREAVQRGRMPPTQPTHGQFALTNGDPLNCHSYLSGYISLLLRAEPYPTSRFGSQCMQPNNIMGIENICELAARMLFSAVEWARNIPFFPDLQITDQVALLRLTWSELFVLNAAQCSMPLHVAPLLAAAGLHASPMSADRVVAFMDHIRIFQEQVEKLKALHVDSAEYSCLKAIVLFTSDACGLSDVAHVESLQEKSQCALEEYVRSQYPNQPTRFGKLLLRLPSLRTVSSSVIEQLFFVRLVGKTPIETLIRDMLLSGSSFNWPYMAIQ
SRC1 inh = inhibits human SRC1 coactivator; HEK293 GAL4-SRC1 luciferase reporter, luminescence; inhibition, % at 3.6 µM; 0.12% of 360,000 active; AID 588354;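 active = inhibition above the campaign mean plus 3 SD, with each screening campaign given its own cutoff, cut at about 60% in these data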;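 note: 0% = DMSO treated cells and 100% = gossypol at 36 µM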
* marks the source's active call; other numbers are inactive results; . = not tested or not shown. A portion of the library (hit frequency here may not be typical).

SMILES	KKLEB tox	TWEAK Fn14 block	TRAIL sens C8	TROY signal inh	Shn3 inh set2	CF NFkB inh	EBV LMP1 NFkB	SRC3 inh	NR5A2 inv ag	NR2F2 inh	SRC1 inh
CCOC(=O)c1ccc(NC(=O)c2cc(C)nn2-c2ccccc2)cc1	9	-12	-6	-15	3	5	8	10	-7	11	15
CCCSc1nc(O)c(C2OC(=O)c3c2ccc(OC)c3OC)c(=O)n1C (stereo unspecified)	7	3	-3	-7	-46	-10	-6	-23	12	3	-9
CN(C)NC(=O)C12CCC(C)(C(=O)O1)C2(C)C (stereo unspecified)	-10	5	-2	-7	11	-4	0	9	3	-3	-24
Cc1ccc(NC(=O)Nn2cnnc2)cc1	-2	6	14	-12	7	-3	4	9	-4	-11	-13
Cc1ccc(S(=O)(=O)CC(=O)N(C)C)cc1	5	7	1	7	2	-16	-8	-11	9	12	0
O=C(Cn1cnc([N+](=O)[O-])n1)NCc1ccccc1	-5	13	1	-3	1	-4	-6	-1	-12	8	-4
CC1CCCCN1C(=O)COC(=O)CSc1ccc(C(N)=O)cc1[N+](=O)[O-] (stereo unspecified)	17	-5	9	14	4	3	-2	-23	-24	-4	4
COc1ccccc1OCc1nc2ccccc2[nH]1	6	14	5	-33	-95	1	-14	-67	-149	-35	-112
COc1cc2c(c(OC)c1OC)C(c1ccc3c(c1)OCO3)CC(=O)O2 (stereo unspecified)	3	-13	-6	-4	-3	-28	-3	11	6	-10	0
CC(Oc1ccccc1)C(=O)Nc1c2c(nn1-c1ccccc1)CS(=O)(=O)C2 (stereo unspecified)	8	-14	14	-4	-8	-10	5	0	14	3	-15
Cc1ccc(Cl)cc1NC(=O)CCC(=O)Nc1cc(Cl)ccc1C	6	5	8	5	-17	-13	4	5	-8	3	2
Cc1noc(C)c1NC(=O)N(C)C[C@H]1Oc2ccc(NC(=O)C3CC3)cc2C(=O)N([C@H](C)CO)C[C@@H]1C	1	-5	-13	-2	-3	4	6	9	14	-4	-9

Full records as entered above. Screens in order: KKLEB tox	TWEAK Fn14 block	TRAIL sens C8	TROY signal inh	Shn3 inh set2	CF NFkB inh	EBV LMP1 NFkB	SRC3 inh	NR5A2 inv ag	NR2F2 inh	SRC1 inh
Cc1noc(C)c1NC(=O)N(C)C[C@H]1Oc2ccc(NC(=O)C3CC3)cc2C(=O)N([C@H](C)CO)C[C@@H]1C as listed: 1	-5	-13	-2	-3	4	6	9	14	-4	-9
CC1CCCCN1C(=O)COC(=O)CSc1ccc(C(N)=O)cc1[N+](=O)[O-] (stereo unspecified) as listed: 17	-5	9	14	4	3	-2	-23	-24	-4	4
CCCSc1nc(O)c(C2OC(=O)c3c2ccc(OC)c3OC)c(=O)n1C (stereo unspecified) as listed: 7	3	-3	-7	-46	-10	-6	-23	12	3	-9

New compounds follow.
SMILES	KKLEB tox	TWEAK Fn14 block	TRAIL sens C8	TROY signal inh	Shn3 inh set2	CF NFkB inh	EBV LMP1 NFkB	SRC3 inh	NR5A2 inv ag	NR2F2 inh	SRC1 inh
Cc1nn(CC#N)c(=O)n1-c1ccc(Cl)cc1	-3	-11	33	-5	-4	1	-3	10	12	4	1
Cc1ccc(CNC(=O)CCCCn2c(=O)[nH]c3ccsc3c2=O)cc1	-5	-5	-4	0	-6	4	2	16	8	-3	15
COc1ccc(-n2nc3c(c2NC(C)=O)CS(=O)(=O)C3)cc1	-4	9	4	-8	3	14	1	-16	22	-1	6
O=C(c1ccccc1F)N(Cc1cccs1)C1CCS(=O)(=O)C1 (stereo unspecified)	8	-11	-2	-4	-6	-5	-4	-12	7	20	20
CC(=O)c1ccc(N2CCN(S(=O)(=O)c3ccc4c5c3CC(=O)N5CC(C)S4)CC2)cc1 (stereo unspecified)	-10	23	-1	2	64	-16	17	21	3	.	-30
COc1ccc(CN2CCN(CCCc3ccccc3)C(CCO)C2)cc1OC (stereo unspecified)	-20	8	8	16	9	-8	10	11	12	-8	2
Cc1cccnc1CNC(=O)C1(C)CCCN1CC(C)C (stereo unspecified)	15	1	0	-4	-8	8	.	-4	-19	-1	-24
O=C(C(=O)N1CCOCC1)c1cn(CC(=O)N2CCCCC2)c2ccccc12	-3	12	12	-6	13	-2	-5	15	7	0	-20
Cc1csc(=O)n1CC(=O)OC(C)C(=O)Nc1ccc(N(C)C)cc1 (stereo unspecified)	22	-21	-1	1	-19	-73	-5	0	-8	-7	-12
O=C(CSc1nnc2ccccn12)N1CCc2ccccc2C1	-4	9	-20	-17	-51	6	-29	-52	-55	-17	-40
COC(=O)C1=C(C)N(Cc2ccccc2)C(=NCc2cccc(Cl)c2)N[C@H]1c1ccccc1	-25	-21	3	-6	1	42	10	15	-6	.	-2
O=C(N/N=C/c1ccco1)c1cccc(N2CCCC2=O)c1	1	-26	6	-61	-44	-8	11	-28	-25	-41	-25
CCCCN(C(=O)CSCc1c(C)noc1C)c1c(N)n(CCC)c(=O)[nH]c1=O	-4	-12	-12	3	0	-1	-3	6	7	10	-15
COc1ccc(S(=O)(=O)N2CCN(Cc3cccc(F)c3)CC2)cc1	6	-17	-9	-18	23	0	-4	14	-15	8	-3
O=C(NC1CCN(Cc2ccccc2)CC1)c1cn(-c2ccccc2)nc1-c1cccnc1	-12	-21	-11	1	-12	-2	2	-5	1	7	-5
CSc1ccc(CN2CCN(Cc3ccccc3)C(CCO)C2)cc1 (stereo unspecified)	3	0	3	2	-4	-14	-1	-20	9	7	-2
O=c1c2cc(F)ccc2[nH]c(=S)n1Cc1ccc(F)cc1	-10	8	0	20	2	20	-2	17	-3	17	-16
CC(Sc1nc2cc([N+](=O)[O-])ccc2n1-c1cccc(C(F)(F)F)c1)C(=O)NC(N)=O (stereo unspecified)	-16	-5	-7	-10	23	-4	-1	5	-13	-15	-1
CCCCC(=O)OCCNC(=O)c1cc2ccccc2oc1=O	-1	10	22	-1	3	6	0	0	-1	-1	-22
CCOC(=O)c1[nH]c(C)c(C(=O)N2CCc3ccccc32)c1C	-36	47	10	.	30	54*	17	-3	19	-31	-3
CCOC(=O)C1=CN(Cc2ccco2)S(=O)(=O)NC1CC (stereo unspecified)	7	-8	-12	4	-23	-6	-6	-9	-11	5	0
Cc1nn(C(C)CC(=O)O)c(C)c1Br (stereo unspecified)	-16	-11	-4	-16	3	-5	-5	14	14	-10	8
CN(C)S(=O)(=O)c1cc(NC(=O)COC(=O)Cc2ccc(Cl)cc2Cl)ccc1Cl	-7	-18	13	23	-6	31	0	-9	-8	2	-32
COc1ccc(NC(=O)CS(=O)(=O)c2cccc(Cl)c2)cc1	-11	-19	-15	-8	3	7	-9	-7	-6	-9	1
O=c1oc(CCCO)cc2ccc(C#Cc3cccnc3)cc12	-14	-24	11	-51	-41	22	-6	-71	-51	-37	-75
CC(NC(=O)c1cn(C)c2ccc(S(=O)(=O)N3CCCC3)cc2c1=O)c1ccccc1 (stereo unspecified)	-10	-8	-12	18	-13	17	6	-9	7	-5	1
O=C(NC1CCN(Cc2ccc(Cl)c(Cl)c2)CC1)c1ccccc1	-6	21	-8	17	19	11	14	0	6	22	-74
COc1ccc(-c2nc(-c3ccc4c(c3)OCO4)[nH]c2-c2ccc(OC)cc2)cc1	1	56*	-1	32	64	-22	-47	-9	22	-4	9
COc1ccc(S(=O)(=O)NCCSCc2ccccc2C)cc1Br	-5	13	-5	2	4	9	-6	13	1	-5	-5
COc1ccc(C2(CNC(=O)c3ccccc3)CCCC2)cc1OC	-8	-17	15	9	7	16	8	-4	-14	3	3
CCCn1c(N)c(N2CCCCC2)c(=O)n(CC(=O)Nc2ccc(C(C)=O)cc2)c1=O	4	4	-21	2	-2	-15	-3	19	-15	-1	-6
CCOC(=O)c1[nH]c2ccc(OC)cc2c1NC(=S)N1CCN(c2cccc(C)c2C)CC1	-4	-19	-40	-4	-1	10	-5	-8	-1	7	-16
Cc1cccc(C)c1NC(=O)CSc1nnc(C)c(=O)[nH]1	1	1	-1	-3	5	-6	-8	12	1	0	8
CCOc1ccccc1NC(=O)Nc1ccc(CC#N)cc1	4	-3	9	-10	-37	-7	3	-12	-53	-18	-20
CCCn1c(=O)c(C(=O)Nc2ncccc2C)c(O)c2ccccc21	0	-3	28	14	7	-6	-6	-1	-15	1	-7
COc1cc(C(=O)Oc2ccccc2/C=N/NC(=O)c2ccc(Cl)cc2)cc(OC)c1OC	-9	3	45	-13	41	-25	0	13	-43	-24	-18
CN(C)S(=O)(=O)c1ccc(N2CCCC2)c(C(=O)Nc2ccccc2OC(F)F)c1	2	38	8	1	-61	6	0	27	-10	10	1
O=C(Cn1cnc2c(nnn2-c2ccc(F)cc2)c1=O)N1CCCc2ccccc21	4	-9	6	10	-1	1	2	16	14	12	7
O=c1ccn([C@@H]2O[C@H](CNCc3ccc(-c4cc(C(F)(F)F)ccc4Cl)o3)[C@@H](O)[C@H]2O)c(=O)[nH]1	-2	-9	-10	5	-2	7	-4	-3	-9	-5	4

Retrieved one by one from above:
SMILES	KKLEB tox	TWEAK Fn14 block	TRAIL sens C8	TROY signal inh	Shn3 inh set2	CF NFkB inh	EBV LMP1 NFkB	SRC3 inh	NR5A2 inv ag	NR2F2 inh	SRC1 inh
CC(NC(=O)c1cn(C)c2ccc(S(=O)(=O)N3CCCC3)cc2c1=O)c1ccccc1 (stereo unspecified)	-10	-8	-12	18	-13	17	6	-9	7	-5	1
O=C(C(=O)N1CCOCC1)c1cn(CC(=O)N2CCCCC2)c2ccccc12	-3	12	12	-6	13	-2	-5	15	7	0	-20
O=C(Cn1cnc2c(nnn2-c2ccc(F)cc2)c1=O)N1CCCc2ccccc21	4	-9	6	10	-1	1	2	16	14	12	7

Source: PubChem
